GAA inh: alpha-glucosidase (human) inhibition. P10253. purified human GAA, 4-MU-alpha-glucoside fluorescence. Potency, µM (titrated, usually from 76.9 µM), for the others: at the highest dose activity change, negative = inhibition, usual class: inhibitors. 200,000 tested, 0.005% active;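 also: potency is read from the fitted curve at half-maximal effect; plate controls were uninhibited enzyme wells for no effect and no-enzyme background for full effect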
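Human alpha-glucosidase, 4 nM, pre-mixed with test compounds before 400 uM 4-methylumbelliferyl substrate; 20 min room temperature at pH 5.0. Fluorescence read after pH 10 stop; AC50 values from Hill-equation fits.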
aGlu spleen mod: lysosomal alpha-glucosidase (human) modulation; P10253; human spleen homogenate, 4-MU-alpha-glucoside fluorescence; Potency, µM (doses to about 79.9 µM), inactives show at the highest dose activity change, negative = inhibition, actives largely listed as inhibitors; 240,000 tested, 0.006% active; AID 2112;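 also: potency is read from the fitted curve at half-maximal effect; 0% = enzyme with vehicle and -100% = no enzyme basal signal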
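AC50 values come from Hill-equation fits of concentration-response data, normalized to no-enzyme and full-activity controls. Enzyme source: 1 ug human spleen homogenate; 1 mM fluorogenic 4-MU glucoside, pH 5.0 citrate buffer, 37 C, 40 min.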
HTT cytoprotect: cytoprotection in Huntington HTT-Q103 PC12 cell model; PC12 HTT-Q103 induced, cytoprotection, ATP luminescence, 40 h; Potency, µM (top dose mostly 56.4 µM), inactives show cytoprotection (ATP increase), most hits filed as activators; 230,000 tested, 0.14% active; AID 1471;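 also: potency is read from the fitted curve at half-maximal effect; % of control where 0% means no effect; nearly all actives have a fitted effect of over 45% in size; toxic huntingtin expression switched on by the ecdysone agonist tebufenozide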
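Compounds were screened for protection of PC12 cells against cell death after tebufenozide induction (100 nM final) of mutant Huntingtin exon 1 (Q103) fused to GFP.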
LMNA splice mod: LMNA splicing modulation | HeLa LMNA splicing GFP/RFP minigene ratio, 48 h | Potency, µM (top dose mostly 46.1 µM), without a hit: at the highest dose ratio change, negative = inhibition, most hits filed as inhibitors | 200,000 tested, 0.01% active | AID 1487; active = well fitted inhibition curve with a large enough effect in the signal ratio, with a control signal flat, not every such curve was filed as active; inconclusive = small, poorly fitted or top-dose-only effect, or effect the other way, or a change in a side signal; the % refers to the signal ratio; also: potency is read from the fitted curve at half-maximal effect; % is scaled to controls: 0 for no effect and ±100 for the full control effect
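Read-out is the ratio of GFP to DsRed2 object intensity, acquired by 488 nm laser-scanning cytometry on HeLa lamin A-EGFP minigene reporter cells. Compound incubation 48 hrs at 37 °C in Opti-MEM with 2% FBS; DMSO 0.5% final.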
CBFb-RUNX1 inh: blocks binding between human CBF-beta and RUNX1; AlphaScreen CBFb-His/RUNX1-biotin binding, biochemical; Q01196+Q13951; 230,000 tested, under 10 active; Potency, µM (titrated, usually from 59.8 µM), inactives show top-dose activity, negative = inhibition, most hits filed as inhibitors; also: % of control where 0% means no effect
Target sequence (Q01196 whole entry, looked up): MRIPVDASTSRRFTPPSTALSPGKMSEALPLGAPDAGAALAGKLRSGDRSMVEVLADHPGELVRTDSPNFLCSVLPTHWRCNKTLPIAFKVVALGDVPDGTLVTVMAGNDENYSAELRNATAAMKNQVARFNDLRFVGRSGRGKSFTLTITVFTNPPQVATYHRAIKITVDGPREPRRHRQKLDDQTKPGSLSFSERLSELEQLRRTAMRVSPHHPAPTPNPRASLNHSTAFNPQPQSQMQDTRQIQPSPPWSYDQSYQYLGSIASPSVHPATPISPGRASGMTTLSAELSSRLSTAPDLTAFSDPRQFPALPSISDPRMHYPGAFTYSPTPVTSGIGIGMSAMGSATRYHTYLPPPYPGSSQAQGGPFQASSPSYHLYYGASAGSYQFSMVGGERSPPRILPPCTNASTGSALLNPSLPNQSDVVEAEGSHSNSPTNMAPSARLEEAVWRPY
Target sequence (Q13951 whole entry, looked up): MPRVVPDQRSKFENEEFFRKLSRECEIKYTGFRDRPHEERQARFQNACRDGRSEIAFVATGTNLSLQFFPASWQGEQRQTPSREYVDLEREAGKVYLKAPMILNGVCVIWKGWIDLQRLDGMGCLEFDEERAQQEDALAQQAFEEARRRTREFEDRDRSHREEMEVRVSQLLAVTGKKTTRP
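AlphaScreen proximity signal reports loss of binding between His-tagged CBF-beta and biotin-labelled RUNX1, each at 30 nM. Proteins are pre-associated for 20 minutes, compounds added for 15 minutes, then beads for 90 minutes, all at ambient temperature.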
GAA glycogen: alters human alpha-glucosidase cleavage of glycogen; P10253; recombinant GAA, glycogen substrate, Amplex Red glucose oxidase fluorescence; Potency, µM (top dose mostly 76.4 µM), inactives show top-dose activity change, negative = inhibition, actives largely listed as inhibitors; 300,000 tested, 0.38% active;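 also: potency is read from the fitted curve at half-maximal effect; 0% = full enzyme reaction and -100% = no-enzyme basal signal; the screen sought inhibitors and activators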
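Recombinant human enzyme (4 nM); glycogen substrate; 37 C, 40 min, pH 5.0. Readout: coupled glucose oxidase/Amplex Red fluorescence.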
HTT aggregate: inhibitors of mutant huntingtin aggregate formation in PC12 cells | PC12 HttQ103-GFP aggregates, Acumen cytometry, 40 h | Potency, µM (titrated, usually from 46.1 µM), without a hit: at the top dose activity change, negative = inhibition, hits mostly inhibitors | 220,000 tested, 1.1% active; also: potency is read from the fitted curve at half-maximal effect; % is scaled to controls: 0 for no effect and ±100 for the full control effect; nearly all actives have a fitted effect of over 60% in size
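Using laser scanning cytometry, GFP-positive aggregates were counted after lysis of PC12 cells induced with 100 nM tebufenozide to express HTT exon 1 Q103–GFP. Compounds were tested in titration.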
Numbers without * were called inactive; ? = inconclusive; . = not tested or not shown; & = joins results of further samples; [ ] = another dose, or the depositor's remark. Unless noted, calls follow the shape of the dose curve; as a rule, active = well fitted curve in the direction sought with a large enough effect; inconclusive = small, poorly fitted or top-dose-only effect, or another doubt; inactive = no such curve, though single readings can be large; an effect the other way counts as inactive or inconclusive.

SMILES	GAA inh	aGlu spleen mod	HTT cytoprotect	LMNA splice mod	CBFb-RUNX1 inh	GAA glycogen	HTT aggregate
COC(=O)C1=C(C(=O)OC)[C@@H]2N(C)c3ccccc3[C@@]23C[C@@H](CO)N(C(=O)c2ccco2)C3=N1	.	3%[17.4 µM]	-43%[10 µM]	-23%[9.22 µM]	10%[13.1 µM]	.	.
O=C(NN1CCOCC1)c1cccc2ccccc12	6%	13%	-6%[10 µM]	-11%	-4%	-4%	-16%
CC1CCCN(c2nc3c(c(=O)[nH]c(=O)n3C)n2CCCc2ccccc2)C1 (centres undefined)	1%	1%	-11%	-7%	-2%	4%	15%
FC(F)(F)c1ccncc1-c1nnc(C2CCCCC2)o1	.	3%	34%[10 µM]	.	7%	4%	-4%[9.22 µM]
Cn1c(=O)c(C(=O)Nc2ccccc2S(N)(=O)=O)c(O)c2ccccc21	-14%	-1%	-18%[10 µM]	.	9%	2%	-12%[9.22 µM]
COc1ccc(CN2CCN(C(=O)c3cc(-c4cccnc4)nc4ccc(Cl)cc34)CC2)c(OC)c1OC	5%	3%	-9%[10 µM]	?	-4%	19%	-5%
NC(=O)C1CCN(CCC(=O)Nc2cccc(Cl)c2)CC1	1%	-1%	-16%	7%	2%	5%	3%
CC(=O)c1cc2c(cc1NS(=O)(=O)c1ccc(F)cc1)OCO2	13%	3%	1%[10 µM]	10%[46 µM]	-8%	-9%	-13%[9.22 µM]
COc1cc(-c2nc(Cc3ccccc3Cl)no2)cc(OC)c1OC	-3%	-13%	-15%	-2%	10%	-10%	1%
Cc1cccc(C)c1NC(=S)NCc1ccncc1	0%	2%	5%[10 µM]	.	2%	-1%	0%[9.22 µM]
COc1ccc(OCc2nc(N)nc(Nc3ccccc3)n2)cc1	1%	0%	-13%[10 µM]	-5%	3%	2%	-12%
Cc1ccc(S(=O)(=O)CCSC(=N)N)cc1	0%	-7%	.	?	5%	-6%	.
CCN(CC)S(=O)(=O)c1ccc(NC2c3ccccc3C(=O)N2CCN2CCOCC2)cc1 (centres undefined)	-2%	-14%	0%[10 µM]	-12%	5%	1%	11%
CCc1cccc(C)c1NC(=O)CSc1nnc(CCCOc2ccc(Cl)cc2Cl)n1C	-2%	4%	.	?	-3%	-5%	11%
COc1ccc(-n2cnc3cc(C(=O)NC4CCCC4)ccc32)cc1	9%	5%	-48%[inhibitor]	-6%[46 µM]	2%	1%	-6%
Cn1c(=O)c2cc3ccc(Cl)cc3nc2n(C)c1=O	.	2%	24%[10 µM]	.	3%	4%	-1%[9.22 µM]
Cc1cccc(Cn2nc(-n3cccc3)c3c(C)cc(C)nc32)c1	-2%	0%	-18%[10 µM]	16%[46 µM]	-7%	-3%	9%
Nc1c(C(=O)c2ccccc2)oc2ccccc12	-12%[15.4 µM]	-3%	-23%	2%	-2%	-10%	14%[9.22 µM]
CC(=O)C1=C(O)C(=O)N(C)C1c1ccccc1[N+](=O)[O-] (centres undefined)	.	1%	8%[10 µM]	.	8%	-24%	-17%[9.22 µM]
CC1(C)C(c2cccs2)=[N+]([O-])C2(CCCCC/C2=N\O)N1O (centres undefined)	-9%	-2%	5%[10 µM]	1%	8%	?	7%
Nc1nn2cc(-c3ccccc3)nc2c2ccccc12	?	19%	-136%[inhibitor]	.	8%	-11%	-15%
Cc1nn(Cc2ccccc2)c(C)c1NC(=O)CSc1nc(C2CC2)nc2c1cnn2-c1ccccc1	3%	-5%	15%[10 µM]	0%	12%	3%	?
Cc1onc(-c2c(Cl)cccc2Cl)c1C(=O)NNC(=O)c1c(-c2c(Cl)cccc2Cl)noc1C	-8%	6%	11%[10 µM]	22%[46 µM]	11%	2%	27%[9.22 µM]
Cc1c(C(=O)NCc2ccc3c(c2)OCO3)sc2nc(-c3ccccc3)cn12	-8%[15.4 µM]	4%	-15%	16%	1%	2%	-12%
CCOc1cc2[nH]c(=O)n(Cc3cccc(OC)c3)c(=O)c2cc1OCC	-12%	-1%	-37%	4%	4%	4%	3%

Following part.
SMILES	GAA inh	aGlu spleen mod	HTT cytoprotect	LMNA splice mod	CBFb-RUNX1 inh	GAA glycogen	HTT aggregate
COc1cc(C)c(Cl)cc1S(=O)(=O)N(C)C	-5%	-18%	-6%	1%	20%	.	4%
CSCCC(NC(=O)c1ccccc1)C(=O)OCC(=O)N(C)CCC#N (centres undefined)	-6%	2%	-13%[10 µM]	.	-5%	-14%	-9%
COc1ccc(S(=O)(=O)CC2(O)CCN(C(=O)C(C)(C)C)CC2)cc1	12%	-3%	-19%[10 µM]	21%[46 µM]	2%	-8%	1%
O=C(c1cc(-c2cccc(O)c2)on1)N1CCCCC1	5%	0%	-1%[10 µM]	-7%	13%	-15%	-2%
C#CCCCO/N=C1/C[C@@H](O)[C@@H](O)[C@@H]2[C@@H]3C(=O)N([C@@H](C)c4ccccc4)C(=O)[C@H]3CC[C@H]12	.	-2%[17.4 µM]	0%[10 µM]	.	-1%[13.1 µM]	.	.
O=C(Cc1c[nH]c2ccccc12)Nc1nc2ccccc2[nH]1	-15%	4%	-18%[0.074 µM]	5%	-18%	-5%	-26%
Cc1ccc(C(=O)CC2(O)C(=O)N(Cc3ccccc3)c3ccccc32)o1 (centres undefined)	-12%	-8%	-17%[0.074 µM]	-1%	5%	2%	-15%
CCOC(=O)N1CCN(C(=O)c2ccc(N3CCCC3=O)cc2)CC1	5%	2%	3%	8%	7%	4%	3%
OC1CN=C2C=CC=CN2C1 (centres undefined)	?	-2%	-3%	-4%	5%	-2%	-13%[9.22 µM]
NC(=O)c1cc2c3ccccc3ccn2c1-c1ccccc1	.	1%	-76%[inhibitor][10 µM]	.	-11%	?	-39%[9.22 µM]
CCC1=C2CC[C@H]3C(=O)N(c4ccccc4)C(=O)[C@H]3[C@H]2[C@@]2(C)C(=NCC3CC3)OC(=O)N2C1=O	.	-18%&3%	-2%	.	-3%&20%	1%	-8%[9.22 µM]
Clc1ccc(CONc2ncnc3nonc23)c(Cl)c1	-4%	4%	-22%	.	3%	-9%	?
CC(/C=C1\SC(=S)N(CC(=O)O)C1=O)=C\c1ccccc1	.	-2%	-84%[inhibitor]	?	-9%	3%	1%
Cc1cc(NC(=O)CSc2nc3cc4c(cc3c(=O)n2CCc2ccccc2)OCO4)no1	-3%	-4%	22%[10 µM]	0%	8%	4%	-9%
Cc1oc(-c2ccccc2Cl)nc1CN1CCCCC1c1cccnc1 (centres undefined)	-12%	1%	2%[10 µM]	.	-1%	8%	3%[9.22 µM]
CCOC(=O)CN1C(=O)C(C)(C)Oc2ccc(C(=O)Nc3ccccc3)cc21	-4%	3%	-23%	-6%	-3%	-10%	-6%
CC(C)=Cc1oc2ccc([N+](=O)[O-])cc2c1N1CC(C)OC(C)C1 (centres undefined)	-9%	8%	-40%[inhibitor]	?	6%	3%	7%
CCCCn1c(SCC(=O)N2c3ccccc3CCc3ccccc32)nc2c1c(=O)n(C)c(=O)n2C	-11%	0%	-23%[10 µM]	-13%	0%	-2%	-6%
Nc1nc(Nc2ccccc2)nc(NCc2ccco2)c1[N+](=O)[O-]	-9%	-3%	-4%[10 µM]	10%	?	-14%	11%
C/C=C/c1ccc(OCC(=O)OCC(=O)NC2CC2)c(OC)c1	2%	5%	-24%	-5%[46 µM]	8%	7%	-10%
COc1ccc(CN(Cc2ccc(C(=O)O)cc2)C(=S)Nc2ccccc2C)cc1OC	5%	5%	-14%	-9%[46 µM]	-5%	-6%	8%
C=CCn1c(-c2cc3c(s2)CCC(CC)C3)n[nH]c1=S (centres undefined)	12%	-12%	-48%[inhibitor]	-7%[9.22 µM]	5%	-24%	-9%
N=c1n(Cc2ccccc2)c2ccccc2n1CC(O)c1ccco1 (centres undefined)	-3%	0%	-17%[0.074 µM]	-1%	-5%	-5%	-24%
CCOc1ccc(NC(=O)CSc2nnc(C34CC5CC(CC(C5)C3)C4)n2C)cc1	?	3%	-29%	-7%	-4%	-12%	6%
CCOC(=O)N1CCN(C(=O)c2ccc3nc4ccsc4c(=O)n3c2)CC1	?	5%	-2%	-12%	11%	-16%	-8%

New compounds follow:
SMILES	GAA inh	aGlu spleen mod	HTT cytoprotect	LMNA splice mod	CBFb-RUNX1 inh	GAA glycogen	HTT aggregate
O=C(c1cccc([N+](=O)[O-])c1)c1ccccn1	.	1%	-3%[10 µM]	.	6%	3%	6%[9.22 µM]
CC(=O)Nc1ccc(S(=O)(=O)NCC2CCC(C(=O)NC(C)c3ccccc3)CC2)cc1 (centres undefined)	0%	5%	.	.	6%	-8%	13%
COCCN1Cc2cccc(C(=O)Nc3ccc(S(=O)(=O)N4CCCCC4)cc3)c2C1=O	.	1%	7%[10 µM]	.	2%	3%	6%[9.22 µM]
O=C(OCc1ccccc1Cl)c1ccc(-n2cnnc2)cc1	-7%	2%	15%[0.074 µM]	9%	3%	2%	7%
O=C(CN1C(=O)CS/C1=C\c1nc(-c2ccc(Cl)cc2)cs1)Nc1cccnc1Cl	13%	3%	-16%	.	-2%	25%	-12%[9.22 µM]
Cc1ccc(O)c(NC(=O)/C=C/C(=O)O)c1	-13%	0%	16%	-14%[46 µM]	-7%	?	-24%
CC(=O)Nc1ccc(S(=O)(=O)N2CCc3nc(-c4ccccc4)c4c(c3C2)CO[C@@H](C)C4)cc1	.	6%[17.4 µM]	-27%[10 µM]	1%[9.22 µM]	6%[13.1 µM]	.	.
CCOC(=O)c1ccc(Nc2ncnc3ccc(C)cc23)cc1	14%	4%	-10%	26%	2%	8%	-17%
O=C(OCC(=O)N1CCOCC1)c1ccc2[nH]c3c(c2c1)CCCC3	.	-8%	3%[10 µM]	.	1%	1%	-24%[9.22 µM]
COc1cc(NC(=O)c2ccco2)c(OC)cc1NC(=O)Nc1ccc(Cl)cc1	-10%	-5%	-19%	1%	-3%	6%	-2%
O=C(COC(=O)c1ccccn1)Nc1nc(-c2cccc([N+](=O)[O-])c2)cs1	.	-1%	1%[10 µM]	.	-9%	2%	-8%[9.22 µM]
CCCCSc1ncnc2[nH]ncc12	.	-5%	-10%[10 µM]	.	6%	2%	-13%[9.22 µM]
CCOCCCNc1nc(=S)[nH]c2cc(OC)c(OC)cc12	-10%	5%	-26%	?	6%	-7%	7%
CCCCCc1cc(=O)oc2c(C(CCN3CCN(c4ccccc4)CC3)c3ccc(N(C)C)cc3)c(OC)cc(OC)c12 (centres undefined)	.	0%	0%[10 µM]	.	?	0%	-20%[9.22 µM]
